Bioassay records as filed in PubChem.
IDH1 R132H inh: blocks human IDH1 R132H reductase activity. diaphorase/resazurin fluorescence, 60 min. inhibition, % at 10 µM. actives 0.18% (n = 70,000). AID 624101; in the data active = inhibition above about 34%;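 also: 0% = DMSO and 100% = no enzyme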
EZH2 inh: inhibitors of human EZH2/PRC2 methyltransferase; Q15910; PRC2 H3K27 methylation, DELFIA TRF, 1 h; inhibition, % at 12.5 µM; actives 0.35% (n = 57,000); AID 651548;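 active = mean inhibition of replicates at least 50% and every single replicate also reaching 50%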;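 also: dimethyl H3K27 on biotinylated H3 21-44 peptide detected by antibody; plate controls were median neutral control wells for no effect and median positive control wells for full effect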
Target sequence (Q15910 whole entry, looked up): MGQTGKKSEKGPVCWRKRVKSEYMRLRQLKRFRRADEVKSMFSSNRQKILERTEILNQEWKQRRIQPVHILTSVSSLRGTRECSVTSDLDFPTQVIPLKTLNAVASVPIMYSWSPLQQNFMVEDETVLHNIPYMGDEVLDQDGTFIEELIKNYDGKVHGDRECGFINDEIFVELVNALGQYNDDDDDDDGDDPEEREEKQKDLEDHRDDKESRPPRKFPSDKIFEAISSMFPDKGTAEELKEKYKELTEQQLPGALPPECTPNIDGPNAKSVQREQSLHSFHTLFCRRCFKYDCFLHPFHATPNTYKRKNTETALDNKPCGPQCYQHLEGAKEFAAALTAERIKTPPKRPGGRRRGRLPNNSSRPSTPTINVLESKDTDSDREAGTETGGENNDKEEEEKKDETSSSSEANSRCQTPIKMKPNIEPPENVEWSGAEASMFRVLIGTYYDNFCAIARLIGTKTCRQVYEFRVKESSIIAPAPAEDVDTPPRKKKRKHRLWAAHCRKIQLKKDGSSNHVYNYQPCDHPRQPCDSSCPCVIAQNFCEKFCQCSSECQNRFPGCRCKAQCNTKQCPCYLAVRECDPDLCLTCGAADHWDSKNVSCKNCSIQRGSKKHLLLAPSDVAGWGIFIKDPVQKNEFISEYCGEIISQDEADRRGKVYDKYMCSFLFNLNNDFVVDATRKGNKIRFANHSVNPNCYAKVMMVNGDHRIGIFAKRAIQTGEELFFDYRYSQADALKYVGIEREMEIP
Numbers without * were called inactive; . = no result given.

canonical_smiles | IDH1 R132H inh | EZH2 inh
C[C@@H]1CN([C@H](C)CO)C(=O)c2cc(NC(=O)CCCN(C)C)ccc2O[C@@H](C)CCCCO[C@@H]1CN(C)Cc1ccncc1 | . | -0.1
Cc1ccc(C)c(NC(=O)CSc2nnc(-c3ccncc3)n2-c2ccc(F)cc2)c1 | 0.2 | -2.9
CCCN(C)C[C@@H]1Oc2ncc(C#Cc3ccc(OC)cc3)cc2C(=O)N([C@@H](C)CO)C[C@@H]1C | 1.1 | -19.6
O=C(N[C@H]1CC[C@@H](CCNS(=O)(=O)c2cccc(Cl)c2)O[C@H]1CO)c1ccccc1 | 0.0 | -3.3
Cc1ccc(S(=O)(=O)Nc2ccc3c(c2)CC(=O)N([C@@H](C)CO)C[C@H](C)[C@H](CN(C)S(=O)(=O)c2cn(C)cn2)O3)cc1 | -0.9 | .
NC(=O)CSc1nc2sc3c(c2c(=O)n1Cc1ccccc1)CCCC3 | 0.0 | -7.1
CCCN(C)C[C@H]1Oc2cc(C#Cc3ccccn3)ccc2S(=O)(=O)N([C@H](C)CO)C[C@H]1C | 0.1 | -15.4
C[C@H](CO)N1C[C@H](C)[C@H](CN(C)C(=O)c2ccccc2F)Oc2ncc(C#Cc3cccc(F)c3)cc2C1=O | 0.0 | -30.3

canonical_smiles | IDH1 R132H inh | EZH2 inh
Cc1ccc(S(=O)(=O)NCC(=O)O)c(C)c1 | -0.3 | 16.3
CC(C)NC(=O)N(C)C[C@H]1OCCCC[C@H](C)Oc2ccc(N(C)C)cc2C(=O)N([C@H](C)CO)C[C@H]1C | -3.1 | -7.8
C[C@H]1CCCCO[C@H](CN(C)C(=O)CCC(F)(F)F)[C@@H](C)CN([C@@H](C)CO)C(=O)c2cc(NS(=O)(=O)c3cccs3)ccc2O1 | -2.1 | .
COCC(=O)Nc1ccc2c(c1)[C@H]1C[C@H](CC(=O)NCc3cc(F)ccc3F)O[C@H](CO)[C@H]1O2 | -0.3 | -1.4
C[C@H](CO)N1C[C@H](C)[C@@H](CN(C)Cc2ccc(C(=O)Nc3ccccc3N)cc2)Oc2ccc(NC(=O)Nc3ccc(F)cc3)cc2C1=O | . | -41.5
COc1ccc(CN(C)C[C@H]2Oc3ccc(NC(=O)Nc4ccc(OC)cc4)cc3C(=O)N([C@H](C)CO)C[C@H]2C)cc1 | -1.4 | -4.5
COc1ccc(C(=O)Nc2ccccc2C(=O)NCc2cccnc2)cc1 | 0.4 | 4.7
C[C@H]1CN([C@@H](C)CO)C(=O)c2cccc(NC(=O)C3CCCCC3)c2O[C@@H]1CN(C)S(=O)(=O)c1cn(C)cn1 | 1.4 | .

In another format: 2 of the compounds above
NC(=O)CSc1nc2sc3c(c2c(=O)n1Cc1ccccc1)CCCC3
  IDH1 R132H inh: 0.0
  EZH2 inh: -7.1
CCCN(C)C[C@H]1Oc2cc(C#Cc3ccccn3)ccc2S(=O)(=O)N([C@H](C)CO)C[C@H]1C
  IDH1 R132H inh: 0.1
  EZH2 inh: -15.4

Further results
canonical_smiles | IDH1 R132H inh | EZH2 inh
COCC(=O)Nc1ccc2c(c1)[C@H]1C[C@@H](CC(=O)NC3CCCC3)O[C@H](CO)[C@H]1O2 | -0.4 | -3.7
C[C@@H]1CN([C@H](C)CO)C(=O)c2cc(NS(=O)(=O)c3cccs3)ccc2O[C@@H](C)CCCCO[C@@H]1CN(C)S(=O)(=O)c1cccs1 | 1.3 | .
C[C@@H]1CCCCO[C@H](CN(C)Cc2ccc(C(=O)O)cc2)[C@H](C)CN([C@@H](C)CO)C(=O)c2cc(NS(=O)(=O)c3cccs3)ccc2O1 | 12.3 | .
O=C(Nc1ccccc1)C1=C[C@H](c2ccc3c(c2)Cc2ccccc2-3)C[C@H](OCc2ccc(CO)cc2)O1 | . | -6.7
CCOC(=O)c1ccc(COC(=O)c2cc3ccccc3oc2=O)o1 | -0.6 | 1.9
C[C@H](CO)N1C[C@H](C)[C@@H](CN(C)S(=O)(=O)c2ccc(Cl)cc2)Oc2c(NC(=O)C3CCCCC3)cccc2C1=O | 1.2 | -8.5
C[C@H](CO)N1C[C@H](C)[C@H](CN(C)S(=O)(=O)c2ccccc2F)OCc2cn(nn2)CCCC1=O | 17.3 | 2.4
C[C@H]1CN([C@@H](C)CO)C(=O)c2cc(NS(=O)(=O)c3ccc(F)cc3)ccc2O[C@@H]1CN(C)C(=O)NC1CCCCC1 | . | 11.3

canonical_smiles | IDH1 R132H inh | EZH2 inh
COc1ccc(CN(C)C[C@H]2OCCCC[C@@H](C)Oc3ccc(NS(=O)(=O)c4cccs4)cc3C(=O)N([C@H](C)CO)C[C@H]2C)cc1 | 3.0 | .
C[C@H](CO)N1C[C@H](C)[C@@H](CN(C)C(=O)CN(C)C)Oc2ncc(C#CC3(O)CCCC3)cc2C1=O | 0.3 | 1.3
C[C@@H]1CCCCO[C@H](CN(C)Cc2ccc(C(F)(F)F)cc2)[C@H](C)CN([C@H](C)CO)C(=O)c2cc(NC(=O)Nc3ccc(F)cc3)ccc2O1 | -9.3 | .
Cn1nnc(NC(=O)CSc2nnnn2-c2ccc(F)cc2)n1 | 0.1 | 6.2
Cc1noc(C)c1NC(=O)Nc1ccc2c(c1)C(=O)N([C@H](C)CO)C[C@H](C)[C@H](CN(C)C)OCCCC[C@H](C)O2 | 2.4 | 3.9
C/C=C/c1cnc2c(c1)C(=O)N([C@@H](C)CO)C[C@@H](C)[C@H](CN(C)S(=O)(=O)c1cn(C)cn1)O2 | -0.1 | 6.9
CN1CCN(C(=O)C[C@@H]2C[C@@H]3c4cc(NC(=O)NC5CCCC5)ccc4O[C@@H]3[C@H](CO)O2)CC1 | -0.2 | -0.8
CCn1c(SCC(=O)Nc2ccccc2C)nnc1-c1ccccc1O | -0.1 | 4.0

canonical_smiles | IDH1 R132H inh | EZH2 inh
CC(Oc1ccc(Cl)cc1Cl)C(=O)NC(=S)Nc1sc2c(c1C#N)CCCC2 (stereo not given) | 1.1 | -9.5
C[C@H](CO)N1C[C@H](C)[C@H](CN(C)Cc2ccccc2)Oc2ccc(NS(C)(=O)=O)cc2CC1=O | . | -1.7
CCOC(=O)c1c(NC(=O)C2(C)Cc3ccccc3C(=O)O2)sc(C)c1C (stereo not given) | -0.3 | 20.7
C[C@@H]1CN([C@@H](C)CO)C(=O)c2cc(-c3cccnc3)cnc2O[C@H]1CN(C)C(=O)Nc1ccc2c(c1)OCO2 | . | -16.1
CCCC(=O)Nc1ccc2c(c1)OC[C@@H](C)N(CCc1ccccc1)C[C@@H](C)[C@H](OC)CN(C)C2=O | -0.2 | 0.7
C[C@@H]1CN([C@H](C)CO)C(=O)c2cccc(NC(=O)Nc3ccccc3)c2O[C@H]1CN(C)CC1CCCCC1 | . | -19.9
C[C@@H]1CN([C@H](C)CO)C(=O)Cc2cc(NC(=O)CCN3CCOCC3)ccc2O[C@H]1CN(C)C | -0.2 | .
C[C@@H]1CN([C@@H](C)CO)C(=O)c2cc(/C=C/c3ccccc3)cnc2O[C@@H]1CN(C)Cc1ccccc1F | 0.2 | .

canonical_smiles | IDH1 R132H inh | EZH2 inh
CCC(=O)N1C[C@@H](C)[C@@H](OC)CN(C)C(=O)c2cc(NC(=O)Nc3cccc(F)c3)ccc2OC[C@H]1C | 0.0 | -4.1
C[C@H](CO)N1C[C@H](C)[C@@H](CN(C)Cc2ccc3c(c2)OCO3)Oc2ccc(NS(=O)(=O)c3ccccc3)cc2C1=O | -1.6 | -1.0
CCCC#Cc1cnc2c(c1)C(=O)N([C@H](C)CO)C[C@H](C)[C@@H](CN(C)S(C)(=O)=O)O2 | -0.1 | -5.4
CN(C)CC(=O)N[C@H]1CC[C@H](CCNC(=O)C2CCC2)O[C@@H]1CO | 0.2 | -1.8
C[C@H](O)C#Cc1ccc2c(c1)O[C@H](CN(C)Cc1ccc(-c3ccccc3)cc1)[C@H](C)CN([C@H](C)CO)S2(=O)=O | . | 9.2
C[C@H]1CCCCO[C@H](CN(C)S(=O)(=O)c2cn(C)cn2)[C@@H](C)CN([C@@H](C)CO)C(=O)c2cc(NC(=O)Nc3ccc(F)cc3)ccc2O1 | -4.3 | .
O=C(C[C@H]1CC[C@@H](NS(=O)(=O)c2cccc(F)c2)[C@H](CO)O1)NCc1ccc2c(c1)OCO2 | 0.3 | 1.2
CC(C)=CCC[C@H](C)C/C=N/NC(=O)CCCCCCC(=O)NO | -0.2 | 0.3

canonical_smiles | IDH1 R132H inh | EZH2 inh
C[C@H]1CN([C@@H](C)CO)C(=O)c2cc(NC(=O)Nc3ccc(C(F)(F)F)cc3)ccc2O[C@H]1CN(C)C(=O)NC1CCCCC1 | -5.7 | .
CC(C)N(Cc1nc(-c2ccccc2Cl)no1)S(=O)(=O)c1ccc([N+](=O)[O-])cc1 | -0.4 | 7.4
Cc1cc(CNC(=S)Nc2cccc([N+](=O)[O-])c2)nn1C | 0.1 | -22.2
COCCOC(=O)N1C(=O)[C@@]2(c3cc(C#CCC(C(=O)OC)C(=O)OC)ccc31)[C@H](c1ccccc1OCCO)N1[C@H](c3ccccc3)[C@H](c3ccccc3)OC(=O)[C@H]1[C@@H]2C(=O)N1CCN(c2ncccn2)CC1 | . | -9.1
O=C1C(=O)N(CCN2CCOCC2)C(c2ccccn2)C1C(=O)c1cccs1 (stereo not given) | 0.3 | 2.5
C[C@H]1CN([C@@H](C)CO)C(=O)Cc2cc(NS(=O)(=O)c3ccccc3)ccc2O[C@@H]1CN(C)C(=O)NC1CCCCC1 | -0.9 | -2.6
Cc1ccc(S(=O)(=O)N[C@H]2CC[C@H](CC(=O)NCc3ccncn3)O[C@H]2CO)cc1 | 0.0 | 6.4
CNC[C@@H]1Oc2cc(C#CCC(C)C)ccc2S(=O)(=O)N([C@H](C)CO)C[C@H]1C | 0.9 | -14.0

canonical_smiles | IDH1 R132H inh | EZH2 inh
CCCN(C)C[C@@H]1Oc2ncc(-c3ccc(OC)cc3)cc2C(=O)N([C@H](C)CO)C[C@@H]1C | 1.9 | -15.9
C[C@H](CO)N1C[C@H](C)[C@H](CN(C)Cc2ccc(C(=O)O)cc2)OCc2cn(nn2)CCCC1=O | 0.3 | .
C[C@H](CO)N1C[C@H](C)[C@H](CN(C)C(=O)C2CCCCC2)OCCCC[C@H](C)Oc2ccc(NC(=O)Cc3ccccc3)cc2C1=O | -0.4 | .
C[C@H](CO)N1C[C@H](C)[C@@H](CN(C)C(=O)Nc2ccccc2)Oc2ccc(NC(=O)Cc3cn(C)c4ccccc34)cc2CC1=O | -21.4 | -35.6
Cc1ccc(-c2ccc3c(c2)O[C@@H](CN(C)C(=O)NC(C)C)[C@H](C)CN([C@@H](C)CO)S3(=O)=O)cc1 | 7.9 | .
C[C@H](CO)N1C[C@H](C)[C@H](CN(C)C(=O)CCC(F)(F)F)OCc2cn(nn2)CCCC1=O | . | -0.5
C[C@H](CO)N1C[C@H](C)[C@H](CN(C)C(=O)C2CCCCC2)OCCCC[C@H](C)Oc2ccc(NC(=O)c3ccccc3)cc2C1=O | 1.0 | .
Cc1cc(-c2ccc(N=Nc3cc(S(=O)(=O)O)c4ccccc4c3N)c(C)c2)ccc1N=Nc1cc(S(=O)(=O)O)c2ccccc2c1N | 42.6* | 99.3*

canonical_smiles | IDH1 R132H inh | EZH2 inh
CCC(=O)Nc1ccc2c(c1)C(=O)N(C)C[C@H](OC)[C@@H](C)CN(C(=O)c1cnccn1)[C@H](C)CO2 | -0.2 | 4.8
CC1(C)NC(=O)N(CC(O)CNC23CC4CC(CC(C4)C2)C3)C1=O (stereo not given) | 1.0 | -0.2
C[C@H]1CN([C@@H](C)CO)C(=O)c2cccc(NC(=O)C3CCCCC3)c2O[C@H]1CN(C)C | 0.0 | -14.9
C[C@H](CO)N1C[C@H](C)[C@H](CN(C)C(=O)Nc2ccccc2)Oc2c(NS(=O)(=O)c3ccc(Cl)cc3)cccc2C1=O | . | -10.2
C[C@H]1CN([C@@H](C)CO)C(=O)Cc2cc(NS(=O)(=O)c3cn(C)cn3)ccc2O[C@H]1CN(C)S(=O)(=O)c1ccc(F)cc1 | 0.3 | .
Cc1ccc(S(=O)(=O)N(C)C[C@H]2Oc3cc(C4=CCCC4)ccc3S(=O)(=O)N([C@H](C)CO)C[C@H]2C)cc1 | 0.4 | 4.2
C[C@H]1CN([C@@H](C)CO)C(=O)Cc2cc(NC(=O)Cc3cn(C)c4ccccc34)ccc2O[C@@H]1CN(C)Cc1ccc(C(F)(F)F)cc1 | 1.9 | .
C[C@@H]1CN([C@@H](C)CO)C(=O)CCCn2cc(nn2)CO[C@@H]1CN(C)C(=O)Cc1ccccc1 | 2.0 | -0.4

Single records, from the list above. Order of values: IDH1 R132H inh | EZH2 inh
C[C@H]1CN([C@@H](C)CO)C(=O)Cc2cc(NC(=O)Cc3cn(C)c4ccccc34)ccc2O[C@@H]1CN(C)Cc1ccc(C(F)(F)F)cc1 in the list: 1.9 | .
CC1(C)NC(=O)N(CC(O)CNC23CC4CC(CC(C4)C2)C3)C1=O (stereo not given) in the list: 1.0 | -0.2

Continued:
canonical_smiles | IDH1 R132H inh | EZH2 inh
COc1ccc(CN(C)C[C@@H]2Oc3c(NC(=O)c4ccc(-c5nccs5)cc4)cccc3C(=O)N([C@H](C)CO)C[C@@H]2C)cc1 | -1.6 | 2.1
CCCc1cn(CC[C@H]2CC[C@@H](NC(=O)C3CCCCC3)[C@@H](CO)O2)nn1 | 0.1 | -1.5
C[C@@H]1CN([C@@H](C)CO)C(=O)c2cc(NC(=O)Nc3cccc4ccccc34)ccc2O[C@@H]1CN(C)Cc1ccncc1 | . | -8.6
COc1ccc(S(=O)(=O)Nc2ccc3c(c2)C(=O)N([C@@H](C)CO)C[C@H](C)[C@H](CN(C)C(=O)c2ccccc2)OCCCC[C@H](C)O3)cc1 | -2.2 | .
O=C(C[C@@H]1CC[C@H](NC(=O)Nc2ccc(F)cc2)[C@@H](CO)O1)NCc1cccc(F)c1 | -0.2 | -8.0

An excerpt, so the mix of outcomes need not match the whole.
